Assay outcomes (PubChem BioAssay)
GSH bead fluor – compound fluorescence on glutathione beads, profiling panel, artefact control, biophysical, 488/530 nm, flow cytometry; GSH beads flow cytometry, compound fluorescence 488/530 nm; hits give high values; fluorescence (KMESF) at 10 µM; AID 1776, 2009; 0.25% of 190,000 active; in the data active means fluorescence above about 89;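 further: glutathione beads carrying GST-tagged Bcl family fusion proteins plus one bare bead set; values are compound well signal with DMSO vehicle wells as background; inactives centre near 16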
RGS4-Gao reg – modulators of RGS4 binding to Galphao, primary screen, biochemical, multiplexed bead flow cytometry | Guanine nucleotide-binding protein G(o) subunit alpha (Homo sapiens), P09471 | actives lie on both sides | binding response (% of control), % at 10 µM | 0.33% of 220,000 active | AID 1415, 2008; in the data active means binding response below about 49% or above about 150%; inactive means in between;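 further: fluorescent Galphao activated with aluminum fluoride binding bead-coupled RGS4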
Target sequence (P09471 whole entry, looked up): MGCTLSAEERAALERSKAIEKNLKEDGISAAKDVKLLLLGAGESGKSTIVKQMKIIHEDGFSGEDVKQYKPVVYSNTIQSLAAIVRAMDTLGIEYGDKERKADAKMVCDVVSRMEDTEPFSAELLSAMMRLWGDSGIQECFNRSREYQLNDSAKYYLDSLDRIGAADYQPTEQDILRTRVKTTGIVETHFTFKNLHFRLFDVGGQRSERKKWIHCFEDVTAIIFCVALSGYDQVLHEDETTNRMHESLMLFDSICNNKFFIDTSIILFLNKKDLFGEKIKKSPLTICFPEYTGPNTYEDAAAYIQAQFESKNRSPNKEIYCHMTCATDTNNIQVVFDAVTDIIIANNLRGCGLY
RGS8-Gao reg – RGS8-Galphao binding modulators, primary screen, biochemical, multiplexed bead flow cytometry; AID 1423, 2008; actives lie on both sides; response (percent of control binding), % at 10 µM; 0.34% of 220,000 active; in the data active means response below about 60% or above about 140%; inactive means in between;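 further: Galphao activated as the GDP aluminium fluoride complex binding bead-coupled RGS8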
Bim-Bcl-B – inhibitors of Bim-Bcl-B binding, primary screen, biochemical, multiplexed, human Bcl-2 family. Bcl-2-like protein 10 (Homo sapiens), Q9HD36. bead-based flow cytometry, Bim peptide-Bcl-B binding. inhibition, % at 10 µM. 0.073% of 190,000 active;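 further: 0% = tracer peptide without compound and 100% = reference inhibitor peptide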
Mcl1-Bid inh – Mcl-1/Bid binding inhibitors, primary screen, biochemical, TR-FRET, 1536-well. 0.97% of 220,000 active. TR-FRET Mcl-1/Bid-Dy647 peptide binding. Induced myeloid leukemia cell differentiation protein Mcl-1 (Homo sapiens), Q07820. inhibition, % at 21.7 µM;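 active means compounds that cut the binding signal by more than half at the single screening dose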;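 further: His-tagged Mcl-1 with europium anti-His antibody binding Bid BH3 peptide; 0% = Mcl-1 plus peptide wells and 100% = peptide-only wells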
Target sequence (Q07820 whole entry, looked up): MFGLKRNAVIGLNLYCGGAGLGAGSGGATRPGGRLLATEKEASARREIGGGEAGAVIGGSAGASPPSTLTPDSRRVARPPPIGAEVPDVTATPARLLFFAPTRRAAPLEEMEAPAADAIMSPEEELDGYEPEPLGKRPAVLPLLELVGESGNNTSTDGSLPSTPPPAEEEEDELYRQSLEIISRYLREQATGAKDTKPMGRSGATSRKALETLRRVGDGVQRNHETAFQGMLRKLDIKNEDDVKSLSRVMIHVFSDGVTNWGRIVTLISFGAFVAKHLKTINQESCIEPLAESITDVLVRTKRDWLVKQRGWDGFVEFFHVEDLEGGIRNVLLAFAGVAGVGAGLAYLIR
RGS7-Gao – RGS7-Galphao binding modulators, primary screen, biochemical, multiplexed bead flow cytometry | Guanine nucleotide-binding protein G(o) subunit alpha (Homo sapiens), P09471 | actives lie on both sides | binding response (% of control), % at 10 µM | 0.35% of 220,000 active | AID 1439, 2008; in the data active means binding response below about 49% or above about 150%; inconclusive means no clear call, values can overlap the other calls; inactive means in between;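 further: fluorescent Galphao held in activated GDP-AlF4 state binding bead-coupled RGS7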
Mcl-1 Bim block – inhibitors of Bim peptide binding to Mcl-1, primary screen, biochemical, bead-based flow cytometry, multiplex. Bim peptide-Mcl-1 binding. 0.1% of 190,000 active. inhibition, % at 10 µM. Induced myeloid leukemia cell differentiation protein Mcl-1 (Homo sapiens), Q07820. AID 1009, 2008;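 further: 0% = no compound tracer wells and 100% = peptide blocker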
Bim-Bcl-2 – inhibitors of Bim-Bcl-2 binding, primary screen, biochemical, multiplexed, human Bcl-2 family; inhibition, % at 10 µM; Bead-based flow cytometry, Bim peptide-Bcl-2 binding; Apoptosis regulator Bcl-2 (Homo sapiens), P10415; 0.06% of 190,000 active; in the data active means inhibition above about 40%; inconclusive means no clear call, values can overlap the other calls;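 further: 0% = no compound wells with probe peptide and 100% = reference peptide inhibitor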
Target sequence (P10415 whole entry, looked up): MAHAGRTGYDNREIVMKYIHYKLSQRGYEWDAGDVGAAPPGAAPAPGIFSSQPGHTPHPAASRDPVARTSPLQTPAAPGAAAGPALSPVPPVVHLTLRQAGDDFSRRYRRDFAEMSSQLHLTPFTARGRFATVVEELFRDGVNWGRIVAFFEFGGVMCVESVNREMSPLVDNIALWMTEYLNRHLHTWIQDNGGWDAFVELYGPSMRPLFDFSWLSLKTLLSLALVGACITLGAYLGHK
Bcl-W Bim block – inhibitors of Bim binding to Bcl-W, primary screen, biochemical, multiplexed, bead-based flow cytometry. Bim peptide-Bcl-W binding. Bcl-2-like protein 2 (Homo sapiens), Q92843. AID 952, 2007. inhibition, % at 10 µM. 0.02% of 190,000 active;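 further: 0% = bound tracer without compound and 100% = peptide blocker; higher means less fluorescent Bim peptide bound to Bcl-W beads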
Bfl-1 Bim block – inhibitors of Bim binding to Bfl-1, primary screen, biochemical, multiplexed, bead-based flow cytometry | Bcl-2-related protein A1 (Homo sapiens), Q16548 | Bim-Bfl-1 binding inhibition | inhibition, % at 10 µM | 0.12% of 190,000 active | AID 1008, 2008;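 further: 0% = wells without compound plus tracer and 100% = blocker peptide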
Bcl-XL Bim block – inhibitors of Bim-Bcl-XL binding, primary screen, biochemical, multiplexed, bead flow cytometry, human Bcl-XL. AID 1007, 2008. 0.04% of 190,000 active. Bcl-2-like protein 1 (Homo sapiens), Q07817. Bim peptide-Bcl-XL binding, fluorescence. inhibition, % at 10 µM
The depositor's hits bear a star; ? = inconclusive. Unless noted, no stated cut-off is given here; in the data, active means inhibition above about 40%.

SMILES	GSH bead fluor	RGS4-Gao reg	RGS8-Gao reg	Bim-Bcl-B	Mcl1-Bid inh	RGS7-Gao	Mcl-1 Bim block	Bim-Bcl-2	Bcl-W Bim block	Bfl-1 Bim block	Bcl-XL Bim block
O=C(CSc1nc2cc(Cl)ccc2o1)Nc1ccc(N2CCOCC2)cc1	12	97.2	92.2	-1.0	-25.4	96.7	-2.0	-3.0	-1.0	0.0	-1.0
COc1ccc2cc(C#N)c(N3CCN(C(=O)c4ccccc4C)CC3)nc2c1	12	96.1	94.8	-5.0	-12.9	?	0.0	-4.0	0.0	-5.0	-5.0
COC(=O)Cc1ccc(NC(=S)NCCSc2ccc(C)cc2)cc1	11	98.2	101.2	-3.0	-34.9	?	-2.0	-5.0	-4.0	-2.0	-1.0
Cc1c(NC(=O)CSc2nnnn2-c2ccc(C(=O)O)cc2)c(=O)n(-c2ccccc2)n1C	8	99.2	100.4	-2.0	11.1	96.2	0.0	1.0	0.0	-2.0	-1.0
COC(=O)/C(=C\Nc1ccc(OC)cc1)NC(=O)c1ccc(Cl)cc1Cl	10	106.8	116.7	1.0	-26.8	106.7	2.0	0.0	0.0	1.0	1.0
Cc1nnc(SCc2cnc(-c3ccccc3)o2)[nH]c1=O	17	114.2	122.3	-1.0	16.0	105.4	-2.0	0.0	1.0	0.0	-1.0
O=C(Cc1ccccc1)Nc1ccccc1C(=O)N1CCCCCC1	17	100.1	100.9	1.0	-8.1	?	0.0	0.0	0.0	-4.0	0.0
O=C(c1ccc(Br)cc1)C1CCc2occc2C1=O (configuration not stated)	32	111.4	106.3	-5.0	-2.6	108.5	-4.0	-8.0	-1.0	-14.0	-4.0
COc1ccc(NC(=S)N2CCN(C(=O)C3CCCO3)CC2)c(OC)c1 (configuration not stated)	9	103.3	104.1	-8.0	-58.9	106.2	-4.0	0.0	0.0	0.0	-4.0
CCOC(=O)C1(CCCc2ccccc2)CCN(C(=O)c2cnc(C)cn2)CC1	8	103.8	99.8	-4.0	-4.6	97.8	-3.0	-8.0	-3.0	-7.0	-3.0
CC1(C)CC(=O)C(C(C2=C(O)CC(C)(C)CC2=O)c2ccco2)C(=O)C1 (configuration not stated)	10	91.6	90.8	1.0	-31.2	91.9	0.0	0.0	-1.0	0.0	-1.0
Cc1nc2ccccc2c(=O)n1NC(=O)c1ccco1	17	102.5	103.7	0.0	-1.1	104.5	0.0	-9.0	0.0	-5.0	-4.0
CC(=O)c1cc2c(cc1NS(=O)(=O)c1ccccc1F)OCO2	23	101.0	97.3	3.0	-6.0	97.0	2.0	7.0	1.0	5.0	3.0
Cc1ccc(C2=CC(c3ccc(N(C)C)cc3)n3nnnc3N2)cc1 (configuration not stated)	20	104.9	103.9	-5.0	-34.1	102.1	0.0	-6.0	0.0	-11.0	-8.0
COC(=O)C1C(=O)c2c([nH]c(C(=O)OCC3CCCO3)c2C)CC1C (configuration not stated)	13	98.5	99.0	-3.0	-8.6	101.5	0.0	-7.0	-1.0	-5.0	-6.0
O=C(O)/C=C/C(=O)NNC(=O)c1ccc(Br)cc1	14	100.4	80.6	24.0	-23.3	94.6	28.0	19.0	27.0	35.0	41.0*
COCCNC(=O)c1ccccc1NC(=O)CN(c1ccc2c(c1)OCO2)S(C)(=O)=O	30	97.5	99.0	-9.0	-6.2	100.4	-1.0	-9.0	0.0	-15.0	-5.0
CC(=O)N1c2ccccc2C(=O)C1N1CCCCC1 (configuration not stated)	16	98.6	100.9	-3.0	-6.4	100.3	-5.0	-3.0	-3.0	0.0	-5.0
Cc1cccc(Nc2nnc(SCC(=O)c3ccc(Br)s3)s2)c1C	11	104.3	103.4	-13.0	-24.2	103.8	-5.0	-6.0	-4.0	0.0	-12.0
Cc1cc(C)c(C)c(S(=O)(=O)NC2CCN(Cc3ccccc3)CC2)c1C	26	98.1	98.7	-1.0	-37.4	?	-1.0	0.0	-2.0	-4.0	-1.0
Cc1c(C(=O)Nc2ccccc2)oc2c1C(=O)CC(C)(C)C2	24	104.6	100.3	-3.0	-6.2	97.9	0.0	-8.0	2.0	-10.0	-2.0
c1ccc(-n2nnnc2SCc2cccc3nsnc23)cc1	30	99.5	100.3	-3.0	0.9	101.8	-3.0	-1.0	-2.0	-2.0	-5.0
Cc1cc(OCCN2CCOCC2)ccc1[N+](=O)[O-]	15	107.8	105.4	-5.0	41.5	106.9	-2.0	-6.0	-5.0	-7.0	-8.0
CC(=O)Nc1ccccc1NC(=O)C/C(C)=N/NC(=O)c1ccncc1	27	95.5	98.7	-2.0	-11.3	?	-1.0	1.0	3.0	-3.0	0.0
CCOC(=O)/C(N=Nc1ccc(F)cc1)=C(/O)c1ccc([N+](=O)[O-])cc1	7	94.9	101.1	-2.0	-9.9	97.4	1.0	0.0	-2.0	-3.0	-2.0
Cc1ccc(OCC(O)Cn2c(=N)n(Cc3ccccc3)c3ccccc32)cc1 (configuration not stated)	35	104.5	103.2	-10.0	7.3	103.0	-5.0	-11.0	0.0	-17.0	-11.0
CCn1c(NC(=O)c2cccs2)nc2ccccc21	5	103.0	102.9	-1.0	-21.8	99.8	3.0	3.0	-5.0	-3.0	-6.0
COc1ccc(-n2c(Cc3cc(=O)[nH]c(=O)[nH]3)nnc2SCC(=O)NC2CCCC2)cc1	13	101.0	99.4	-3.0	-18.5	102.1	0.0	-8.0	0.0	-12.0	-1.0
O/N=C/c1cc(Cl)ccc1OCc1ccccc1Cl	11	99.0	97.7	-2.0	4.2	98.5	-4.0	-5.0	0.0	-2.0	-4.0
O=C(NCc1ccccc1)C1=C[C@H](C2CC2)C[C@H](OCc2ccc(CO)cc2)O1	19	93.2	98.4	-6.0	-1.1	97.1	0.0	-3.0	-3.0	-8.0	-2.0
COc1ccc(S(=O)(=O)Nc2ccccc2OC)cc1NC(=O)Cc1cccs1	7	97.8	93.7	-3.0	-19.2	100.2	9.0	9.0	19.0	36.0	16.0
Nc1nc(-c2ccccc2Br)cs1	22	100.7	100.7	-4.0	-7.6	100.6	-2.0	-9.0	1.0	-16.0	-5.0
COc1cc2c(cc1OC)-c1cc(NC3CCCCCC3)nc(=O)n1CC2	21	99.2	102.3	18.0	2.0	99.8	18.0	8.0	16.0	3.0	25.0
COc1ccc(-c2[nH]ncc2CN(C)C(C)c2ccon2)cc1F (configuration not stated)	18	93.0	97.1	-2.0	-20.4	95.7	0.0	0.0	0.0	-4.0	-2.0
CCOC(=O)CC(=O)CSc1nc2ccccc2c(=O)n1-c1ccc(C(=O)NCCOC)cc1	22	102.1	102.3	-13.0	-17.2	97.8	-5.0	-9.0	-2.0	-21.0	-11.0
CC(=O)c1ccc(OCC(=O)c2ccc(-c3ccccc3)cc2)cc1	2	93.7	84.4	-4.0	47.8	92.2	-3.0	0.0	-3.0	0.0	-4.0
COc1cc2c(cc1NC(=O)CSc1cccc[n+]1[O-])oc1ccccc12	11	102.0	97.7	-10.0	8.6	98.2	-4.0	-16.0	-4.0	-16.0	-5.0
COc1ccc(/C=N/NC(=O)C(C)n2cnc3ccccc3c2=O)cc1OC (configuration not stated)	26	101.4	96.7	2.0	-4.8	96.9	1.0	2.0	0.0	-1.0	1.0
Nc1nonc1-c1noc(CCCCCN2C(=O)c3ccccc3C2=O)n1	11	107.2	105.8	0.0	-1.6	109.4	-1.0	-8.0	5.0	-9.0	1.0
COc1ccc(N/N=C(\C#N)C(=N)SCc2ccccc2)cc1	10	103.3	101.9	-2.0	-36.1	103.8	-2.0	-4.0	-3.0	-6.0	-2.0

Looked up above.
Cc1c(NC(=O)CSc2nnnn2-c2ccc(C(=O)O)cc2)c(=O)n(-c2ccccc2)n1C in RGS8-Gao reg: 100.4
Cc1nc2ccccc2c(=O)n1NC(=O)c1ccco1 in RGS4-Gao reg: 102.5
COc1ccc(-n2c(Cc3cc(=O)[nH]c(=O)[nH]3)nnc2SCC(=O)NC2CCCC2)cc1 in GSH bead fluor: 13

Other results:
SMILES	GSH bead fluor	RGS4-Gao reg	RGS8-Gao reg	Bim-Bcl-B	Mcl1-Bid inh	RGS7-Gao	Mcl-1 Bim block	Bim-Bcl-2	Bcl-W Bim block	Bfl-1 Bim block	Bcl-XL Bim block
COc1ccc(N(CC(=O)Nc2c(C)n(C)n(-c3ccccc3)c2=O)S(=O)(=O)c2ccccc2)cc1OC	10	103.3	105.2	-6.0	-72.1	101.8	-6.0	0.0	-3.0	-2.0	-7.0
CC(=O)NC(CCCNC(=S)NC1CCCCC1)C(=O)O (configuration not stated)	31	98.5	96.9	-5.0	-26.3	97.6	-1.0	0.0	0.0	-7.0	-3.0
CCOc1ccc(C(=O)CSc2nnc3ccccn23)cc1	60	103.8	100.4	-7.0	26.5	104.8	0.0	-7.0	4.0	-11.0	-6.0
Cc1cc(C)c(NC(=O)c2cc3c(nc4sccn43)s2)c(C)c1	22	98.3	98.5	0.0	-43.7	100.5	0.0	-7.0	2.0	-11.0	-3.0
O=C(N/N=C/c1cc([N+](=O)[O-])ccc1Cl)c1cnccn1	19	94.9	95.4	-4.0	-5.7	91.3	0.0	-5.0	-1.0	-3.0	-3.0
CC(C)(C)NC(=O)CSc1nnc(CN2CCCCCC2=O)n1-c1ccccn1	9	98.7	100.1	-5.0	-17.4	99.6	-2.0	-12.0	0.0	-13.0	-4.0
CC(=O)CC(=O)Nc1cccc2c1CCCC2	32	98.4	101.2	-8.0	-21.1	98.3	0.0	-6.0	-3.0	-19.0	-5.0
O=C(N/N=C/c1ccco1)/C(=C/c1cccc([N+](=O)[O-])c1)NC(=O)c1ccccc1	8	92.0	102.5	-2.0	-18.0	104.4	-2.0	-4.0	-4.0	1.0	0.0
O=C(NCc1ccccn1)C1CCN(S(=O)(=O)N2CCCCC2)CC1	36	102.7	100.7	-10.0	-25.4	104.5	-1.0	-7.0	0.0	-14.0	-3.0
CC(=O)c1ccc(NC(=O)C(Cc2ccccc2)NC(=O)c2ccco2)cc1 (configuration not stated)	14	106.2	102.9	0.0	48.6	100.6	0.0	0.0	1.0	0.0	0.0
Cc1c(N(C(=O)c2ccccn2)C2(C(=O)NC3CCCCC3)CCCCC2)c(=O)n(-c2ccccc2)n1C	20	104.8	99.2	4.0	-8.9	97.6	-3.0	6.0	0.0	6.0	-1.0
CCC1(C)Cc2ccccc2-c2[nH][nH]c(=O)c21 (configuration not stated)	15	96.6	100.6	-5.0	-24.8	100.6	-2.0	-7.0	-4.0	-4.0	-6.0
CCOC(=O)CNC(=O)Nc1cccc(Cl)c1C	42	100.4	100.7	-9.0	-3.3	101.3	-2.0	-10.0	2.0	-11.0	0.0
